# TcdB GH inh: TcdB glycohydrolase inhibitors, primary screen, biochemical, single point, plate reader; Toxin B (Clostridioides difficile), P18177; TcdB glycohydrolase enzymatic assay; inhibition, % at 9.99 µM; actives 0.24% (n = 350,000); AID 652162, 2013; in the data active means inhibition above about 10%
# FadD28 binding: inhibitors of FadD28 bisubstrate probe binding, primary screen, biochemical, fluorescence polarization, single point; AID 588549, 2011; actives 0.22% (n = 360,000); inhibition, % at 12.5 µM; in the data active means inhibition above about 8.5%, passing the limit was not always enough; inconclusive means no clear call, values can overlap the other calls
# CCHF vOTU inh: CCHFV vOTU protease inhibitors, primary screen, biochemical, Pep-AMC substrate, fluorescence; inhibition, % at 11.5 µM; actives 0.55% (n = 370,000); Crimean-Congo hemorrhagic fever virus L polyprotein viral ovarian tumor (vOTU) protease …; AID 651958, 2012; in the data active means inhibition above about 30%; further: 0% = vehicle wells with enzyme and 100% = no enzyme wells
# Y pestis TopoI: Yersinia pestis topoisomerase I inhibitors, primary screen, biochemical, cleavage product accumulation, plate reader, single point | DNA topoisomerase I (Yersinia pestis CO92) | Y. pestis Topo-I cleavage product accumulation | activity, % at 10 µM | actives 0.064% (n = 360,000) | AID 504884, 2011; in the data active means activity above about 50%, passing the limit was not always enough; inconclusive means no clear call, values can overlap the other calls; further: inactives centre near 2
# PrPC TRFRET: inhibitors of human cell surface prion protein PrPC, primary screen, cell-based, TR-FRET; Major prion protein (Homo sapiens), P04156; TR-FRET read-out; inhibition, % at 13.8 µM; actives 0.43% (n = 370,000); AID 720596, 2013; in the data active means inhibition above about 24%; further: 0% = median of the test wells and 100% = reference compound wells
# BoNT F protease: BoNT/F light chain protease inhibitors, primary screen, biochemical, flow cytometry, MLPCN library; actives 0.22% (n = 360,000); Multiplex microsphere protease cleavage assay; AID 588497, 2011; inhibition, % at 10 µM; Botulinum neurotoxin type F light chain protease (Clostridium botulinum); in the data active means inhibition above about 35%, passing the limit was not always enough; inconclusive means no clear call, values can overlap the other calls; further: plate controls were buffer without enzyme for full effect and enzyme alone for no effect
# Anthrax LF prot: Bacillus anthracis LF protease inhibitors, primary screen, biochemical, multiplex microsphere, MLPCN library; Lethal factor (Bacillus anthracis), P15917; multiplex microsphere protease cleavage assay; inhibition, % at 10 µM; actives 0.12% (n = 360,000); further: plate controls were buffer without enzyme for full effect and enzyme alone for no effect
# BoNT-A LC inh2: BoNT/A light chain protease inhibitors, primary screen, biochemical, flow cytometry, MLPCN library; Botulinum neurotoxin type A light chain protease (Clostridium botulinum A str. ATCC 3502); multiplex microsphere protease substrate cleavage; inhibition, % at 10 µM; actives 0.17% (n = 360,000); further: plate controls were buffer without enzyme for full effect and enzyme alone for no effect
# PfHsp40 yeast: rescue of yeast from PfHsp40 toxicity, primary screen, S. cerevisiae, ATP luminescence | S. cerevisiae expressing PfHsp40, growth rescue | growth rescue, % at 12.5 µM | actives 0.68% (n = 340,000) | AID 504582, 2011; in the data active means growth rescue above about 28%, passing the limit was not always enough; inconclusive means no clear call, values can overlap the other calls;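 further: yeast W303a lacking pdr1 and pdr3 grown in galactose medium; growth measured after three days at 30 °C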
# An asterisk follows results filed as active; u = inconclusive; x = not tested or not shown; & = joins results of further samples. Unless noted, no stated cut-off is given here; in the data, active means inhibition above about 30%; inconclusive means no clear call, values can overlap the other calls; inactive means below that.
# A first look:
SMILES,TcdB GH inh,FadD28 binding,CCHF vOTU inh,Y pestis TopoI,PrPC TRFRET,BoNT F protease,Anthrax LF prot,BoNT-A LC inh2,PfHsp40 yeast
COC(=O)[C@@]12CCCCN1[C@H](c1ccc(-c3cccc(Cl)c3)c(OC)c1)[C@@H]1C(=O)N(C)C(=O)[C@@H]12,0.5,-3.6,20.7,26.9,-4.6,-2.5,0.9,0.4,4.0
COc1ccc(N(Cc2ccccc2)C(=O)c2ccccc2[N+](=O)[O-])cc1,0.9,-14.4,x,10.2,x,-8.5,-2.9,-1.0,0.0
c1ccc(-c2[nH]ncc2-c2nc3ccccc3[nH]2)cc1,x,-1.3,-3.9,5.2,5.6,-6.0,-4.1,-0.6,-0.4
C[C@@H]1CN([C@H](C)CO)C(=O)c2cc(NC(=O)c3ccncc3)ccc2O[C@@H]1CN(C)C(=O)Nc1ccccc1,0.3&0.5,-1.6,-8.1,-2.9,3.1,-1.1,6.3,1.2,9.8
CC(=O)Nc1ccc(S(=O)(=O)NCc2nc(-c3ccccc3)no2)cc1,-0.1,-3.7,17.3,4.7,-2.2,-0.7,-1.7,-4.2,-0.4
Cc1ccc(-c2nn3c(-c4ccccc4)nnc3o2)cc1,0.7,-3.3,3.9,10.7,-7.2,-3.3,10.4,0.3,x
C=CCNC(=O)c1cc(-c2cccnc2)nc2ccccc12,-2.9,-0.6,-3.5,-4.6,-2.9,-19.7,9.7,-1.6,-0.7
CCCNC(=O)Nc1ccc2c(c1)nc(C)n2C,x,0.1,-2.2,5.3,-3.6,10.8,-1.2,0.1,0.5
O=C(Nc1c2c(nc3ccccc13)CCCC2)c1cccc([N+](=O)[O-])c1,0.2,-1.7,-14.6,-0.3,-5.6,-1.9,-0.8,0.0,-0.8
C/C(=N\Nc1cc(N2CCCCC2)nc(C)n1)c1ccc(Br)cc1,1.0,-1.6,10.0,-5.5,3.6,x,x,x,2.4
CCOc1ccc(CCN2C(=S)N([C@@H](CC(C)C)CN3CCCC3CN3C(=S)NC[C@@H]3Cc3ccc(O)cc3)C[C@@H]2CC(C)C)cc1 (stereo not given in full),-5.1,-5.2,18.0,6.2,4.8,-3.4,1.5,-0.3,1.7

# This part in full, repeating the preview:
SMILES,TcdB GH inh,FadD28 binding,CCHF vOTU inh,Y pestis TopoI,PrPC TRFRET,BoNT F protease,Anthrax LF prot,BoNT-A LC inh2,PfHsp40 yeast
COC(=O)[C@@]12CCCCN1[C@H](c1ccc(-c3cccc(Cl)c3)c(OC)c1)[C@@H]1C(=O)N(C)C(=O)[C@@H]12,0.5,-3.6,20.7,26.9,-4.6,-2.5,0.9,0.4,4.0
COc1ccc(N(Cc2ccccc2)C(=O)c2ccccc2[N+](=O)[O-])cc1,0.9,-14.4,x,10.2,x,-8.5,-2.9,-1.0,0.0
c1ccc(-c2[nH]ncc2-c2nc3ccccc3[nH]2)cc1,x,-1.3,-3.9,5.2,5.6,-6.0,-4.1,-0.6,-0.4
C[C@@H]1CN([C@H](C)CO)C(=O)c2cc(NC(=O)c3ccncc3)ccc2O[C@@H]1CN(C)C(=O)Nc1ccccc1,0.3&0.5,-1.6,-8.1,-2.9,3.1,-1.1,6.3,1.2,9.8
CC(=O)Nc1ccc(S(=O)(=O)NCc2nc(-c3ccccc3)no2)cc1,-0.1,-3.7,17.3,4.7,-2.2,-0.7,-1.7,-4.2,-0.4
Cc1ccc(-c2nn3c(-c4ccccc4)nnc3o2)cc1,0.7,-3.3,3.9,10.7,-7.2,-3.3,10.4,0.3,x
C=CCNC(=O)c1cc(-c2cccnc2)nc2ccccc12,-2.9,-0.6,-3.5,-4.6,-2.9,-19.7,9.7,-1.6,-0.7
CCCNC(=O)Nc1ccc2c(c1)nc(C)n2C,x,0.1,-2.2,5.3,-3.6,10.8,-1.2,0.1,0.5
O=C(Nc1c2c(nc3ccccc13)CCCC2)c1cccc([N+](=O)[O-])c1,0.2,-1.7,-14.6,-0.3,-5.6,-1.9,-0.8,0.0,-0.8
C/C(=N\Nc1cc(N2CCCCC2)nc(C)n1)c1ccc(Br)cc1,1.0,-1.6,10.0,-5.5,3.6,x,x,x,2.4
CCOc1ccc(CCN2C(=S)N([C@@H](CC(C)C)CN3CCCC3CN3C(=S)NC[C@@H]3Cc3ccc(O)cc3)C[C@@H]2CC(C)C)cc1 (stereo not given in full),-5.1,-5.2,18.0,6.2,4.8,-3.4,1.5,-0.3,1.7
Cc1cccc(NC(=O)c2c([N+](=O)[O-])c(C(C)(C)C)nn2C)c1,0.7,-2.0,-4.3,1.2,2.2,-6.5,0.3,-0.4,1.8
Cc1cccc(C)c1N1C(=O)CN(Cc2ccccc2)C1=S,1.7,1.2,-9.6,3.4,-8.3,-16.4,-3.9,-1.4,0.3
O=C(CC[C@H]1O[C@@H](n2cnc3c(NC(=O)c4ccccc4)ncnc32)[C@H](O)[C@@H]1O)NCc1ccco1,-0.4,-4.6,-17.3,x,-3.8,1.1,-0.8,-0.5,x
COc1ccc(Nc2nc(C)nc3sc4c(c23)CCC4)cc1O,1.5,-2.1,3.0,15.0,2.2,-17.3,-8.1,-2.9,0.4
CC(=O)c1c(N2CCOCC2)nc(=S)n(-c2cc(C)ccc2C)c1C,1.2,1.7,-3.1,19.8,-3.9,-16.0,-2.4,1.1,-0.1
CCOC(=O)CNC(=O)c1ccc(Cl)s1,0.1,-3.5,-12.7,3.4,-6.1,-2.3,1.5,-0.5,-1.0
COc1ccccc1NC(=O)CNS(=O)(=O)c1ccccc1,x,-4.1,-6.9,-3.5,-0.4,-5.6,1.1,u,-0.1
COc1cccc(CN(C)C(=O)c2cccc(NC(=O)CC3SC(N4CCCCC4)=NC3=O)c2)c1OC (stereo not given),-1.1,-4.6,-2.0,0.5,5.1,-9.0,2.4,-2.8,-1.8
Cc1cccc(N2CCN(C(=O)COc3cc(=O)n(C)c4ccccc34)CC2)c1C,x,-2.7,4.4,13.5,3.5,-14.9,-2.6,-0.6,-1.5
O=C(O)CCCCCNS(=O)(=O)c1ccc2c(c1)OCCO2,-2.5,-3.2,6.6,-0.6,0.0,0.3,-5.9,-0.3,-0.5
CC(C)N=C1SC(CC(=O)Nc2ccccc2)C(=O)N1C(C)C (stereo not given),2.0,-0.2,14.8,-2.6,7.6,4.5,0.1,0.1,2.0
Cc1ccccc1SCC(=O)OCC(=O)NCCNC(=O)COC(=O)CSc1ccccc1C,1.4,-3.7,-2.8,u,-2.5,-0.7,1.4,2.1,0.6
O=C(Cn1c(=O)n(CC(=O)NCc2ccccc2)c2ccccc21)NCc1ccccc1,x,0.0,-3.6,24.0,6.9,3.0,-3.0,0.2,-2.0
CN(C(=O)CCN1C(=O)/C(=C/c2ccccc2)SC1=S)C1CCS(=O)(=O)C1 (stereo not given),4.6,-2.2,-3.8,4.3,8.7,-2.2,0.1,-0.8,0.1
O=C(NCC(F)(F)F)c1ccc(S(=O)(=O)N2CCN(C(=O)C3CCCO3)CC2)cc1 (stereo not given),1.1,-2.3,2.7,-5.6,-3.5,-2.4,1.2,0.0,-1.6
C[C@H](NC(=O)Cc1cccc2ccccc12)C(=O)NCc1ccccc1,-1.9,-0.7,-0.2,-13.5,-1.7,-19.4,-4.2,-2.7,5.2
C[C@@H]1CN([C@H](C)CO)C(=O)CCCn2nncc2CO[C@@H]1CN(C)S(=O)(=O)c1cccs1,-0.6&-0.5,-1.6,-7.1,3.2,-8.0,-10.7,-3.5,-0.3,x
CC(C)CC(=O)Nc1ccc(-c2nc3ccccc3c(=O)[nH]2)cc1,0.7,-0.7,4.2,4.0,-0.9,0.4,-0.7,0.0,0.4
CCN(CC(=O)Nc1cccc(C(C)=O)c1)S(=O)(=O)c1ccc(OC)cc1,x,-4.8,-1.5,-2.3,-0.7,-6.8,-0.5,-0.1,0.1
O=C(NC1CC1)c1cc2c(F)cccc2s1,x,-1.4,-5.9,-2.2,-4.7,-1.3,-2.8,-0.4,1.2
Cc1onc(-c2ccccc2)c1C(=O)Nc1ccnn1C1CCCCC1,x,-0.9,-3.2,9.4,0.0,5.6,2.5,-0.8,-1.6
Nc1nc2n(n1)C(c1cccs1)CC(c1ccc(Br)cc1)N2 (stereo not given),x,-5.6,-14.8,4.4,-2.7,-6.1,-1.9,1.2,0.9
O=C(NCc1nnc(SCC(=O)N2CCOCC2)o1)c1c(F)cccc1Cl,0.8,-3.5,-6.8,-2.1,-1.4,5.2,2.2,0.4,0.9
O=C(NCCc1ccccc1)NC(Cc1ccccc1)C(=O)O (stereo not given),-3.8,-0.1,-6.8,2.8,-0.4,-1.8,-15.3,1.8,-1.1
CC(C)c1ccc(-n2c(O)c(C=NC(CCS(C)=O)C(=O)O)c(=O)[nH]c2=S)cc1 (stereo not given),0.4,1.3,-0.2,2.3,3.6,3.5,-5.1,1.3,0.1

# One compound at a time, from the list above. Order of screens: TcdB GH inh | FadD28 binding | CCHF vOTU inh | Y pestis TopoI | PrPC TRFRET | BoNT F protease | Anthrax LF prot | BoNT-A LC inh2 | PfHsp40 yeast
# Nc1nc2n(n1)C(c1cccs1)CC(c1ccc(Br)cc1)N2 (stereo not given) is entered as x | -5.6 | -14.8 | 4.4 | -2.7 | -6.1 | -1.9 | 1.2 | 0.9
# O=C(NCCc1ccccc1)NC(Cc1ccccc1)C(=O)O (stereo not given) is entered as -3.8 | -0.1 | -6.8 | 2.8 | -0.4 | -1.8 | -15.3 | 1.8 | -1.1

# Continuation:
SMILES,TcdB GH inh,FadD28 binding,CCHF vOTU inh,Y pestis TopoI,PrPC TRFRET,BoNT F protease,Anthrax LF prot,BoNT-A LC inh2,PfHsp40 yeast
O=C(NCc1ccccc1CN1CCCC1)c1ccc(S(=O)(=O)Nc2ccccc2F)cc1,1.2,-1.8,9.9,1.3,-4.3,-1.3,-4.0,0.1,x
O=C(COC(=O)CCC(=O)c1cccs1)NCc1ccc(Cl)cc1,0.0,-3.2,-10.6,12.7,-2.4,3.4,-1.9,-0.3,0.1
CC(C)C(NC(=O)c1ccc(F)cc1)C(=O)NC1(C)CCS(=O)(=O)C1 (stereo not given),-0.6,-2.7,-5.1,-0.9,-3.2,-7.5,0.1,-1.8,-1.8
O=CN1CCN(C(=O)c2cc3cc(Cl)ccc3[nH]2)CC1,1.0,-4.1,-19.5,6.2,-3.5,2.2,6.3,0.3,-1.7
CN(C)C(=O)c1cc2c(c(-c3cccc(-c4ccccc4F)c3)n1)[C@@H](CCO)N(S(C)(=O)=O)C2,0.7,x,-4.3,x,-4.9,-4.9,9.7,0.4,x
CCC(C)[C@H](N)c1cn([C@@H](Cc2cc3ccccc3[nH]2)C(=O)N2CCNCC2)nn1 (stereo not given in full),-2.2,0.2,1.1,-17.9,2.4,-31.2,10.2,0.5,-0.1
COc1cccc2cc(C(=O)Nc3cccc(C)n3)c(=O)oc12,x,0.0,x,-0.3,x,4.1,2.7,-0.2,-0.1
Nc1ccc2c(c1)Cc1cc(N)c(Cl)cc1-2,-100.8,-0.2,30.6*,-21.5,7.5,-4.1,-11.1,0.9,-0.1
C#CCOCCOCCOCCNc1nc(N2CCN(C(=O)[C@H]([C@@H](C)O)n3cc(CCCCN)nn3)CC2)nc(N2CCN(C(=O)[C@H]([C@@H](C)CC)n3cc(CCCCN)nn3)CC2)n1,-0.2,-1.8,-4.5,3.9,1.0,-7.8,-5.2,-0.9,-1.9
CN(CC(=O)NCc1ccco1)S(=O)(=O)c1cccc2cccnc12,-0.6,-0.1,-2.9,-0.7,2.7,-2.5,0.9,-0.2,-0.3
O=C(N/C(C(=O)N1CCOCC1)=C(\Sc1ncccn1)c1ccccc1)c1ccccc1,x,-3.0,-1.5,6.4,-4.7,5.3,0.4,0.2,-0.9
COc1ccc(N=CC2CCCCC2=O)c([N+](=O)[O-])c1 (stereo not given),1.3,-3.3,2.0,-4.5,-37.0,-3.9,-12.9,0.5,-1.7

# High-throughput results (PubChem BioAssay)
